# TIM10 inh – TIM10 yeast growth inhibition | 330,000 tested, 1.4% active | inhibition, % at 10 µM | S. cerevisiae TIM10 strain growth, BacTiter-Glo luminescence, 24 h;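 active = inhibition of 40% or more at the single tested concentration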;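 note: wild-type TIM10 isogenic control strain grown at permissive 25 °C; 0% = DMSO yeast wells and 100% = minimal medium wells without yeast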
# ATG4B inh – blocks human ATG4B protease cleavage of LC3 substrate; ATG4B cleavage of LC3-PLA2, NBD-HPC fluorescence, 1 h; inhibition, % at 8.33 µM; 340,000 tested, 0.51% active; in the data active = inhibition above about 40%
# NALP3 yeast inh – blocks the NALP3 inflammasome reconstituted in yeast; 330,000 tested, 0.39% active; Yeast reconstituted NLRP3/ASC/caspase-1, beta-gal luminescence, 24 h; inhibition, % at 10 µM; AID 2825;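 active = inhibition of 50% or more; inactive = inhibition below 50%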;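 note: plate controls were induced DMSO wells for no effect and uninduced yeast grown without galactose for full effect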
# mIAP inh – blocks mouse intestinal alkaline phosphatase; purified mouse IAP, CDP-Star luminescence, 30 min; inhibition, % at 10 µM; 330,000 tested, 0.2% active; AID 2806;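 active = inhibition of at least 40% at 10 µM in the primary screen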;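 note: plate controls were DMSO with enzyme for no effect and no enzyme wells for full effect; values of inactives mirror those of a sister screen read the other way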
# tim10-1 inh – inhibits growth of tim10-1 mutant yeast; S. cerevisiae tim10-1 ts strain growth, BacTiter-Glo, 24 h; 330,000 tested, 2.2% active; inhibition, % at 20 µM;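 active = inhibition of at least 40%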;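 note: mutant grown at 25 °C; 0% = DMSO wells with yeast and 100% = wells holding no yeast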
# mIAP act – increases mouse intestinal alkaline phosphatase activity. muIAP, CDP-Star luminescence, 30 min; hits give high values; 1 = vehicle-only enzyme signal, 0 = enzyme-free wells. activation factor at 10 µM. 330,000 tested, 0.24% active. AID 2805;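 active = activation factor of at least 2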; note: the source names both 10 and 20 µM as test concentration; values of inactives mirror those of a sister screen read the other way
#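 Assay system: mouse IAP enzyme; reagent: chemiluminescent substrate CDP-Star; dosing: test compounds delivered from DMSO solution; schedule: 30 min at room temperature; measured by: luminescence from enzymatic CDP-Star hydrolysis; controls: DMSO-only wells and no-enzyme negative control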
# hIAP activ – human IAP activation; purified human IAP, CDP-Star luminescence, 30 min; hits give high values; 1 = vehicle-only enzyme, 0 = enzyme-free background; activation factor at 10 µM; 330,000 tested, 0.16% active; AID 2524;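 active = activation factor of the enzyme at least 2-fold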; note: the source names both 10 and 20 µM as test concentration; values of inactives mirror those of a sister screen read the other way
# hIAP inh – blocks human intestinal alkaline phosphatase. purified IAP, CDP-Star luminescence, 30 min. inhibition, % at 10 µM. 330,000 tested, 0.12% active. AID 2544;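 active = inhibition reaching a set limit with compound at 10 µM in the primary screen, cut at about 35% in these data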;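 note: plate controls were DMSO wells with enzyme for no effect and no-enzyme buffer wells for full effect; values of inactives mirror those of a sister screen read the other way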
# Apaf-1 inh – inhibitors of human Apaf-1 apoptosome. O14727. reconstituted apoptosome caspase-3 activity, DEVD-Rh110 fluorescence. inhibition, % at 20 µM. 330,000 tested, 0.71% active. AID 489030; active = inhibition of at least 40% at 20 µM;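 note: plate controls were DMSO wells for no effect and DEVD-CHO caspase inhibitor wells for full effect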
# Target sequence (O14727 whole entry, looked up): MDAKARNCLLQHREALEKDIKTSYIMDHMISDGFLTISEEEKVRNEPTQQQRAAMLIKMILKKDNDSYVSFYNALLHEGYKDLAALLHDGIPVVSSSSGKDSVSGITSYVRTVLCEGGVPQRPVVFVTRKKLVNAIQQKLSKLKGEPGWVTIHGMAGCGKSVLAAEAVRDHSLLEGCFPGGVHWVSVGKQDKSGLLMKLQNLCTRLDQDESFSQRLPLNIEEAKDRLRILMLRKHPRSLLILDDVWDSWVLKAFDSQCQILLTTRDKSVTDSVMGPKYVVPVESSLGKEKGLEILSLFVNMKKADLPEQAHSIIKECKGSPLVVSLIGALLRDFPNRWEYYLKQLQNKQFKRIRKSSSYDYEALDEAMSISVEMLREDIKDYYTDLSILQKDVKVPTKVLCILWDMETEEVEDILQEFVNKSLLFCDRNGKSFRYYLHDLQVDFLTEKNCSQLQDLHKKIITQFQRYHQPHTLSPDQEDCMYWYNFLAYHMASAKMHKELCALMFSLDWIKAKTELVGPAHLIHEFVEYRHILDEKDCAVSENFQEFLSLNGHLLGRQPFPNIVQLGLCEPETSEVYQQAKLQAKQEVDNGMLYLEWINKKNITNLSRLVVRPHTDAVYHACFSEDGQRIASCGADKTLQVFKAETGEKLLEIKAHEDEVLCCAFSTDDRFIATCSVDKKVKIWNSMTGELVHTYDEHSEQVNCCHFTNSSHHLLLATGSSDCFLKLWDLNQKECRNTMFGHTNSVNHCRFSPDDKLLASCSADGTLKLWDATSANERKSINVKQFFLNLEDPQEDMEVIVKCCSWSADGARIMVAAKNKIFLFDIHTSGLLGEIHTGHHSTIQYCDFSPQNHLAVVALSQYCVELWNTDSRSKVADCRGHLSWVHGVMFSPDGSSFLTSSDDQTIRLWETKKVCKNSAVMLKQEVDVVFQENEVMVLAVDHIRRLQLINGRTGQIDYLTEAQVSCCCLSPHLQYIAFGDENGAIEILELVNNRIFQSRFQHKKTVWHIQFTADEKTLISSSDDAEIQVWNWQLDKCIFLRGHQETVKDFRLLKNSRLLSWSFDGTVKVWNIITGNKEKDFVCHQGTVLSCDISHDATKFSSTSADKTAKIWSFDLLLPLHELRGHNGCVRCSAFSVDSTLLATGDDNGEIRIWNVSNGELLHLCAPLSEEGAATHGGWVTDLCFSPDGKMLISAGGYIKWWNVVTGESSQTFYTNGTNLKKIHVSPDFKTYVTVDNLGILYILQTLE
#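 Material: reconstituted apoptosome with Apaf-1, cytochrome c, caspase-9, procaspase-3, dATP. Technique: Rh110 fluorescence intensity. Buffer or medium: pH 7.5 Hepes buffer with CHAPS, BSA, DTT. Times: 30 min plus 50 min, RT.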
# Active calls of the source: *.
1. S=C1Nc2ccccc2Sc2ccc(Cl)cc21
2. CCCC(C)NC(=O)C1c2ccccc2Oc2ccccc21 (stereo not given)
3. CCCCSc1nc(O)c(Cc2ccccc2)c(=O)[nH]1
4. c1ccc(-c2csc3nnc(SCc4ccc5c(c4)OCCO5)n23)cc1
5. CN1CCc2c(sc(NC(=O)Cc3ccccc3)c2C(N)=O)C1
6. CCN1CCN(C(=O)CN(c2cc(OC)ccc2OC)S(C)(=O)=O)CC1

Compound	1	2	3	4	5	6
TIM10 inh	33	2	-1	41*	-7	-4
ATG4B inh	6	2	-11	-14	-9	-3
NALP3 yeast inh	40	27	9	3	17	12
mIAP inh	12	-5	-2	3	2	-11
tim10-1 inh	7	-8	14	39	-2	9
mIAP act	0.88	1.1	1	0.97	0.98	1.1
hIAP activ	1	1.2	1.2	1.2	0.85	1.2
hIAP inh	0	-16	-18	-18	15	-21
Apaf-1 inh	1	5	5	6	-7	-191

7. CCOC(=O)CN1C(=O)C2(OCCCO2)c2ccccc21
8. O=C(O)CCCCCn1c(SCC(=O)c2ccc(O)c(O)c2)nc2ccsc2c1=O
9. Cc1ccc(CN=C2Nc3ccccc3CS2)cc1
10. COc1ccc2nc(SCC(=O)NCC(F)(F)F)[nH]c2c1
11. CC1=NN(C(=O)CCc2ccccc2O)C(O)(C(F)(F)F)C1 (stereo not given)
12. Cc1ccc(C2=NNC(=O)C(P(=O)(c3ccccc3)c3ccccc3)C2)cc1 (stereo not given)

Compound	7	8	9	10	11	12
TIM10 inh	2	6	19	-22	12	1
ATG4B inh	-5	-6	11	-2	-9	-6
NALP3 yeast inh	9	4	15	6	-4	21
mIAP inh	-5	29	3	3	-1	12
tim10-1 inh	-3	24	20	7	-3	13
mIAP act	1	0.71	0.97	0.97	1	0.89
hIAP activ	1.1	1	0.88	0.9	0.96	0.84
hIAP inh	-11	-4	12	10	4	16
Apaf-1 inh	-12	17	10	-9	-4	-6

# Random excerpt: 3 compounds from above.
9. Cc1ccc(CN=C2Nc3ccccc3CS2)cc1
8. O=C(O)CCCCCn1c(SCC(=O)c2ccc(O)c(O)c2)nc2ccsc2c1=O
11. CC1=NN(C(=O)CCc2ccccc2O)C(O)(C(F)(F)F)C1 (stereo not given)

Compound	9	8	11
TIM10 inh	19	6	12
ATG4B inh	11	-6	-9
NALP3 yeast inh	15	4	-4
mIAP inh	3	29	-1
tim10-1 inh	20	24	-3
mIAP act	0.97	0.71	1
hIAP activ	0.88	1	0.96
hIAP inh	12	-4	4
Apaf-1 inh	10	17	-4

# Additional entries follow:
13. OC1(c2ccc(Cl)cc2)CCN(Cc2nc(-c3cnccn3)no2)CC1
14. COCCCNC(=O)Cn1cc(C(=O)C2CC2)c2ccccc21
15. c1coc(-c2nnc3sc(Cc4cccs4)nn23)c1
16. CC1CCc2c(sc3nc(CSc4nnnn4C)[nH]c(=O)c23)C1 (stereo not given)
17. CS(=O)(=O)n1nc(OC(=O)c2cccc3ccccc23)cc1N
18. O=C1Nc2c(c(=O)[nH]c(=O)n2-c2ccccc2)C(C(F)(F)F)(C(F)(F)F)N1

Compound	13	14	15	16	17	18
TIM10 inh	-1	3	24	-10	31	-6
ATG4B inh	-10	1	2	0	1	5
NALP3 yeast inh	10	-17	19	2	-9	15
mIAP inh	-3	-12	24	1	21	9
tim10-1 inh	7	2	21	-13	36	7
mIAP act	1	1.1	0.76	0.99	0.79	0.91
hIAP activ	0.97	0.91	1.2	1.1	0.91	0.75
hIAP inh	3	9	-16	-10	9	25
Apaf-1 inh	-23	0	-4	-3	-3	-6

19. CNC(=O)c1ccc(NC(=O)CC23CC4CC(CC(C4)C2)C3)cc1
20. O=C(Nc1ccc(Br)cc1)N1CCCCCCC1
21. O=c1cc[nH]c2c(Cl)cccc12
22. CCc1c(C)[nH]c2ccc(C)cc2c1=O
23. CCn1c(C)nc2cc(S(=O)(=O)C(F)(F)F)ccc21
24. CCSc1ccccc1C(=O)N1CCCC1

Compound	19	20	21	22	23	24
TIM10 inh	14	0	-11	-7	-1	11
ATG4B inh	6	4	-6	-7	3	-6
NALP3 yeast inh	2	3	14	12	19	6
mIAP inh	2	5	-5	4	-6	-1
tim10-1 inh	-1	5	16	-1	12	0
mIAP act	0.98	0.95	1.1	0.96	1.1	1
hIAP activ	0.97	0.93	1.1	0.85	1.1	1
hIAP inh	3	7	-11	15	-6	0
Apaf-1 inh	8	3	7	-3	9	8

25. O=C(Nc1nncs1)C1(c2ccccc2)CCCC1
26. CC(=O)NC(Cc1c[nH]c2ccccc12)C(=O)OCC(=O)Nc1ccc2c(c1)OCO2 (stereo not given)
27. CCOc1ccc(C(=O)OCC(=O)c2c(N)n(C)c(=O)n(C)c2=O)cc1OCC
28. CN(C(=O)Cn1nc(Cl)ccc1=O)C1CCCN(Cc2ccccc2F)C1 (stereo not given)
29. O=C(C[n+]1ccccc1)N/N=C/c1ccc(Br)cc1
30. COc1ccc(NC(=O)CN(C)S(=O)(=O)c2ccc(Cl)cc2)c([N+](=O)[O-])c1

Compound	25	26	27	28	29	30
TIM10 inh	-5	-9	4	15	-3	1
ATG4B inh	-11	-1	17	-4	0	-6
NALP3 yeast inh	21	18	6	2	18	-3
mIAP inh	3	-12	4	0	9	12
tim10-1 inh	8	31	-10	3	-13	3
mIAP act	0.97	1.1	0.96	1	0.91	0.88
hIAP activ	1	1.2	1	1	1	1.1
hIAP inh	-2	-23	-4	0	0	-6
Apaf-1 inh	-2	-4	-3	-2	0	1

31. CCOc1cccc2sc(N(CCN(C)C)C(=O)c3ccc(Br)s3)nc12
32. CCCNC(=O)CN(c1ccc(F)c(Cl)c1)S(C)(=O)=O
33. COc1cccc(NC(=O)C2CCC2)c1
34. Cc1cccc(N(Cc2cc3ccccc3[nH]c2=O)S(C)(=O)=O)c1
35. O=C(NNS(=O)(=O)c1ccccc1[N+](=O)[O-])c1cc2ccccc2cc1O
36. Cc1ncsc1CCSc1n[nH]c(=O)n1-c1ccccc1

Compound	31	32	33	34	35	36
TIM10 inh	-23	-15	10	-6	4	0
ATG4B inh	-5	-1	-9	-8	-17	-3
NALP3 yeast inh	4	4	12	10	19	-20
mIAP inh	3	-9	4	7	20	10
tim10-1 inh	13	-4	21	21	7	19
mIAP act	0.97	1.1	0.96	0.93	0.8	0.9
hIAP activ	0.89	1.3	1.1	1.2	0.89	1.1
hIAP inh	11	-34	-8	-19	11	-14
Apaf-1 inh	-9	-3	1	13	8	-9

37. CCn1ccnc1C(O)c1cccc2ccccc12 (stereo not given)
38. Nc1ccccc1C#CC(=O)c1ccccc1
39. COc1cc(/C=C/C(=O)O)ccc1OCc1cnc(Cl)s1
40. Cc1ccc(-c2cc(C(=O)N/N=C/c3c(C)nn(C)c3C)c3ccccc3n2)c(C)c1
41. O=C(CNC(=O)c1ccco1)NCC(=O)OCc1ccccc1Cl
42. CCCCNCC(=O)Nc1ccc(NC(=O)CNCCCC)cc1

Compound	37	38	39	40	41	42
TIM10 inh	3	24	2	6	7	-3
ATG4B inh	-7	-1	-7	-12	-9	2
NALP3 yeast inh	9	-50	0	2	-10	4
mIAP inh	-4	-2	1	3	2	-14
tim10-1 inh	-8	-23	1	29	-8	17
mIAP act	1	1	0.99	0.97	0.98	1.1
hIAP activ	1	1	0.9	1.2	0.97	1
hIAP inh	0	-1	10	-20	3	0
Apaf-1 inh	7	10	-3	16	1	12

43. Cc1cnc(C(=O)Nc2ccccc2-c2ccc(C)o2)cn1
44. CC(C)c1nnc(NC(=O)CCCC(=O)O)s1
45. CC1Cc2ccccc2N1C(=O)CSc1ncc(-c2ccc(F)cc2)n1C (stereo not given)
46. O=C(O)c1ccc(-c2ccc(/C=N/Nc3ccc([N+](=O)[O-])cc3)o2)cc1
47. CC(NC(=O)C1CCCN1S(=O)(=O)c1cccc2cccnc12)c1ccccc1 (stereo not given)
48. CCn1nnc(C(=O)O)c1C(=O)O

Compound	43	44	45	46	47	48
TIM10 inh	20	-7	34	1	7	-6
ATG4B inh	-10	-6	4	-1	-2	-12
NALP3 yeast inh	-1	-5	-2	31	10	-14
mIAP inh	5	-1	5	17	-8	-1
tim10-1 inh	28	-1	31	-12	11	-1
mIAP act	0.95	1	0.95	0.83	1.1	1
hIAP activ	0.99	1	0.96	0.74	0.91	0.79
hIAP inh	0	-4	4	26	9	21
Apaf-1 inh	8	-9	16	0	-8	-14

# A few values from the entries so far:
# mIAP inh, `Cc1cnc(C(=O)Nc2ccccc2-c2ccc(C)o2)cn1` : 5
# hIAP inh, `O=C(O)c1ccc(-c2ccc(/C=N/Nc3ccc([N+](=O)[O-])cc3)o2)cc1` : 26
# TIM10 inh, `CCn1nnc(C(=O)O)c1C(=O)O` : -6
# tim10-1 inh, `CC(C)c1nnc(NC(=O)CCCC(=O)O)s1` : -1

# More records.
49. COc1ccc(-c2nc(C)sc2CC(=O)O)cc1
50. Cc1cccc(NC(=O)CCc2ccccc2)c1
51. COc1ccc(N2CCN(S(=O)(=O)c3c(C)n(C)c(=O)n(C)c3=O)CC2)cc1
52. O=C(O)c1cc([N+](=O)[O-])ccc1C(=O)Nc1cccc([N+](=O)[O-])c1
53. CCOC(=O)c1cc(-c2ccccc2)n(CC(=O)O)c1C
54. COC(=O)c1cn(C(=O)c2ccc(Br)o2)c2ccccc12

Compound	49	50	51	52	53	54
TIM10 inh	0	10	-1	-11	0	4
ATG4B inh	-5	10	4	3	7	8
NALP3 yeast inh	25	31	8	15	25	-5
mIAP inh	5	-13	14	4	-6	0
tim10-1 inh	-13	1	2	4	-1	26
mIAP act	0.95	1.1	0.86	0.96	1.1	1
hIAP activ	0.99	1.1	1.1	1.3	1	1.1
hIAP inh	1	-5	-10	-26	-1	-9
Apaf-1 inh	-10	9	-19	-15	-6	5

55. Cc1ccc(N(C(=O)Cn2nnc3ccccc32)C(C(=O)NC2CCCCC2)c2cn(C)nc2C)cc1 (stereo not given)
56. COc1cc(OC)c(NC(=O)[C@@H]2CCC(=O)N2C2OC(=O)c3c2ccc(OC)c3OC)cc1Cl (stereo not given in full)
57. CC(=O)Nc1c2c(nn1-c1ccccc1C)CS(=O)(=O)C2
58. COCCNC(=O)C1CC(c2ccc(C(F)(F)F)cc2)=NO1 (stereo not given)
59. COc1ccccc1N(C(=O)c1ccco1)C(C(=O)NC1CCCC1)c1ccncc1 (stereo not given)
60. Brc1cccc(Nc2nc(-c3cccnc3)cs2)c1

Compound	55	56	57	58	59	60
TIM10 inh	2	-6	-2	4	-2	11
ATG4B inh	2	-9	1	3	-4	-1
NALP3 yeast inh	-15	23	9	7	8	40
mIAP inh	-16	13	-1	4	8	-32
tim10-1 inh	3	10	16	6	6	9
mIAP act	1.2	0.87	1	0.96	0.92	1.3
hIAP activ	1.1	0.94	0.92	0.91	1	0.85
hIAP inh	-9	6	8	9	0	15
Apaf-1 inh	-15	-4	1	-4	-3	19

61. CCCCN(C)CCNC(=O)c1cc(-c2cccnc2)nc2ccc(S(=O)(=O)N3CCC(C)CC3)cc12
62. COCCNc1nc(SCC(=O)N2CCN(c3ccccc3)CC2)nc2ccccc12
63. CCOC(=O)N1CCN(C(=O)c2ccc(CS(=O)c3ccccc3)o2)CC1 (stereo not given)
64. CC(=O)NCCC(=O)Nc1nc(-c2ccccc2Cl)cs1

Compound	61	62	63	64
TIM10 inh	6	12	7	10
ATG4B inh	-2	2	-4	-3
NALP3 yeast inh	6	2	9	-12
mIAP inh	10	-2	6	-2
tim10-1 inh	7	11	-3	12
mIAP act	0.9	1	0.94	1
hIAP activ	0.93	0.95	0.82	0.96
hIAP inh	7	5	18	4
Apaf-1 inh	30	-11	2	5
